12-LOX inh – blocks human arachidonate 12S-lipoxygenase; Potency, µM (highest dose often 108 µM), inactives show at the top dose activity change, negative = inhibition, usual class: inhibitors; AID 1671190; actives 1.1% (n = 580,000); purified 12hLO, xylenol orange hydroperoxide absorbance
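Purified human 12hLO (150 nM final) in 25 mM Hepes, 0.01% Triton X-100, pH 7.0 was preincubated 15 min at room temperature with compound. Then 40 uM arachidonic acid was added, 30 min. Hydroperoxide was read by Fe-XO absorbance ratio 573/405 nm.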
Vif-APOBEC3G blk – blocks the Vif interaction with human APOBEC3G; Potency, µM (titrated, usually from 46.1 µM), for the others: at the highest dose activity, negative = active, hits mostly inhibitors; actives 0.076% (n = 410,000); HeLa A3G-eYFP + Vif (tagged APOBEC3G with the HIV-1 protein that degrades it), YFP fluorescence, overnight;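 note: nearly all actives have a fitted effect of over 60% in size; hits raise eYFP signal because A3G escapes Vif-driven loss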
Target sequence (Q9HC16 whole entry, looked up): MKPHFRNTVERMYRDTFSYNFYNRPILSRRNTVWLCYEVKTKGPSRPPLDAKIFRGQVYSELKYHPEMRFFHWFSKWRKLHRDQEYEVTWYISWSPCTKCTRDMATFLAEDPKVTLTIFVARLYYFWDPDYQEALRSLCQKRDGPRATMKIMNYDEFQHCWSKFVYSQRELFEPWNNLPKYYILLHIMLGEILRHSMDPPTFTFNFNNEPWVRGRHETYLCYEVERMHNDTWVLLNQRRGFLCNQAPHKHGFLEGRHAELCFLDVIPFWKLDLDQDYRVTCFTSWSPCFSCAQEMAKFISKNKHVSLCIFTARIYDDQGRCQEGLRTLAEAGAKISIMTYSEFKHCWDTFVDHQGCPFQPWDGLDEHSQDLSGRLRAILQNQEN
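Read-out is eYFP fluorescence (Ex 488/Em 500-530) from Vif-expressing HeLa A3G-eYFP cells; more signal means A3G escaped Vif-mediated degradation. Cells plated overnight, compound pinned in, incubated overnight at 37 deg C.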
An asterisk follows results filed as active; ? = inconclusive. Calls come from the whole dose curve; as a rule, active = well fitted curve in the direction sought with a large enough effect; inconclusive = small, poorly fitted or top-dose-only effect, or another doubt; inactive = no such curve, though single readings can be large; an effect the other way counts as inactive or inconclusive. % is set by controls: 0 for no effect and ±100 for the full control effect; potency is the fitted concentration of half-maximal effect. An excerpt; count on the stated rates, not on these rows.

12-LOX inh | Vif-APOBEC3G blk | structure
-23% | -14% | COc1cccc(NC(=O)N2CCc3nc(Nc4ccc(C(C)C)cc4)ncc3C2)c1
-21% | -4% | COc1ccccc1CNc1nc2cc(-c3ccsc3)sc2c(=O)n1C
1% | 2% | COc1cccc(-c2ccc3c(c2)N(Cc2cccc(F)c2)C(=O)C(C)S3)c1 (configuration not stated)
? | 2% | CN(C)c1cccc(CNC(=O)c2csc([C@@H]3O[C@H](CO)[C@@H](O)[C@H]3O)n2)c1
0% | 2% | COCCNC(=O)C1CCCN(C(=O)c2ccc3ccccc3n2)CC1 (configuration not stated)
? | 2% | CCCCC(=O)N(C)c1c(CC)nc2c(OCC(=O)N(C)C)cccn12
-11% | 1% | COc1ccc(-c2ccc(C(=O)Nc3ccc(C(C)C)cc3)c3occc23)c(C)c1
0% | 3% | COc1ccc(-c2cnc3c(NC(C)=O)cc(-c4ccccc4CN(C)C)cn23)cc1OC
-6% | -1% | CCCNC(=O)C1(C)CCCN(C(=O)c2cccc(OC(C)=O)c2C)C1 (configuration not stated)
7% | -1% | O=C(Nc1nnc([C@@H]2C[C@H](O)[C@@H](CO)O2)s1)c1ccccc1Cl
11% | 2% | O=C(CC[C@H]1O[C@@H](n2ccc(=O)[nH]c2=O)[C@H](O)[C@@H]1O)N[C@H](Cc1ccccc1)C(=O)NCc1ccc2c(c1)OCO2
5% | -27% | c1cc(-c2cc3nc(NCC4CC4)ccn3n2)ccc1OCCN1CCOCC1
-9% | -1% | CCCCN(C)C(=O)c1sc(=O)n(Cc2ccc(Cl)c(Cl)c2)c1C
? | -2% | CCOC1=C2CN(S(=O)(=O)c3ccc(C)cc3)[C@@H](c3ccc(CC)cc3)C[C@H]2[C@H]2C(=O)N(c3ccccc3)C(=O)[C@H]2C1
? | -1% | Clc1cccc(Cc2c(-c3ccccc3)nc3ccc(Cl)cn23)c1
? | ? | CC(=O)Nc1cc(-c2cccc(N)c2)cn2c(-c3ccc(C(C)=O)cc3)cnc12
40µM* | 1% | Cc1cc(Cl)ccc1-c1nc(NCc2ccccc2)nc2ccsc12
-1% | ? | O=C1NC[C@H](Cc2ccccc2)N(C[C@@H]2CCCN2C[C@H](Cc2ccccc2)N2C[C@H](Cc3ccccc3)N(CCc3ccccc3)C(=O)C2=O)C1=O
8% | 1% | CCCNC(=O)C1(C)CCN(C(=O)c2cccnc2Oc2ccccc2)C1 (configuration not stated)
-1% | -3% | CCCC(=O)N1CCCC1(C)C(=O)Nc1ccc(C)c(C)c1 (configuration not stated)
-3% | 0% | O=c1ccn([C@@H]2O[C@H](CNCc3c(OCc4ccccc4F)ccc4ccccc34)[C@@H](O)[C@H]2O)c(=O)[nH]1
-21% | -1% | NC(=O)c1cccc(-c2coc3c(C(=O)NCc4cccnc4)cccc23)c1
6% | -1% | CNc1cc(-c2cnn(CC(C)C)c2)ncn1
-4% | -3% | Cc1noc(C)c1-c1ccc(C(=O)NCc2cccs2)c2occc12

Entries of single compounds from above. Order of screens: 12-LOX inh | Vif-APOBEC3G blk
`COc1ccccc1CNc1nc2cc(-c3ccsc3)sc2c(=O)n1C` in the list: -21% | -4%
`CCCCC(=O)N(C)c1c(CC)nc2c(OCC(=O)N(C)C)cccn12` in the list: ? | 2%
`O=C(CC[C@H]1O[C@@H](n2ccc(=O)[nH]c2=O)[C@H](O)[C@@H]1O)N[C@H](Cc1ccccc1)C(=O)NCc1ccc2c(c1)OCO2` in the list: 11% | 2%

(next part)
12-LOX inh | Vif-APOBEC3G blk | structure
-22% | -4% | CCNC(=S)Nc1ccc2c(c1)c(=O)n(C)n2-c1ccc(C(C)(C)C)cc1
3% | 1% | CCOC(=O)c1cc(OC)c2cccc(CN3CCCC(C)(C(=O)NCCOC)C3)c2c1 (configuration not stated)
-6% | -20% | CC(=O)Nc1ccc(-c2ccnc3c2CC(C(=O)Nc2cccc(OC(F)(F)F)c2)O3)cc1 (configuration not stated)
13% | -1% | Cc1ccc(C(O)c2ncc(-c3ccccc3Cl)[nH]2)c(C)c1 (configuration not stated)
42% | -5% | CC(C)=CCC[C@H](C)C[C@@H]1CC2=C(C(=O)OC(C)(C)O2)[C@H](c2ccc(F)cc2)O1
-1% | -3% | COc1ccc([C@@H]2CC(=O)[C@@H]3CN(S(=O)(=O)c4ccc(C)cc4)[C@H](c4cccc(Cl)c4)C[C@@H]3N2S(=O)(=O)c2ccccc2)cc1
-16% | -9% | Cc1ccccc1-c1cc2nc(NCCN3CCNC3=O)n(C)c(=O)c2s1
1% | -8% | CCc1nc2ccc(C(=O)N(C)Cc3ccccc3)cn2c1N(C)CCCc1ccccc1
13% | 1% | CC1(C(=O)NC2CCCC2)CCN1C(=O)Cc1ccc(-c2ccccc2)cc1 (configuration not stated)
? | -1% | C/C=C1\NC(=O)[C@H](C)NC(=O)[C@@H](NC(=O)[C@H](Cc2ccc(O)cc2)NC(=O)[C@@H](NC(=O)/C(C)=C/C)C(C)C)[C@@H](C)OC(=O)[C@H](CCCc2ccc(O)cc2)NC(=O)[C@@H](CCC(=O)OC)NC1=O
-17% | 2% | CC1(C(=O)NS(=O)(=O)c2ccc(Cl)cc2)CCN1C(=O)c1ccc(C2CCCCC2)cc1 (configuration not stated)
24% | -4% | Clc1cccc(-c2nc3ccc(Cl)cn3c2Cc2ccccc2)c1
? | -27% | COC(=O)c1ccc2nc(-c3ccccc3)c(Cc3ccsc3)n2c1
-7% | -2% | CCCNC(=O)C1(C)CCN(C(=O)/C=C/c2ccccc2)C1 (configuration not stated)
? | -18% | CC(=O)Nc1cccc(-c2cc(NC(C)=O)c3ncc(-c4ccc(F)cc4)n3c2)c1
-20% | 3% | CCOC(=O)C(CC)c1cc2n(c(=O)c1C#N)CCC21OCCO1 (configuration not stated)
-3% | 1% | CCc1nc2c(OCc3ccc(C(F)(F)F)cc3)cccn2c1N(C)C(=O)CC(C)C
10% | 1% | CC1(C(=O)Nc2cccc(Oc3ccccc3)c2)CCN1Cc1ccccc1OC(F)F (configuration not stated)
1% | -5% | O=C(CSc1nc2ccc(F)cc2c(=O)n1-c1ccccc1)Nc1ccc2c(c1)CCC2
14% | -8% | CCc1nc2c(OCCOc3ccc(F)cc3)cccn2c1N(C)C(=O)c1cccs1
-1% | -3% | CCNC(=O)C1(C)CCCN(Cc2ccc(-c3ccccc3)o2)C1 (configuration not stated)
? | -21% | CN1CCN(c2ccc(CNC(=O)c3ccc(-c4ccc(F)c(F)c4)c4ccoc34)cc2)CC1
0% | ? | CC(C)C[C@H]1CN([C@@H](Cc2ccccc2)CN2CCC[C@@H]2CN2C(=O)C(=O)NC[C@@H]2Cc2ccccc2)C(=O)C(=O)N1CCc1ccccc1
? | -11% | CCc1nc2c(OCc3ccc(Cl)cc3Cl)cccn2c1N(C)C(=O)C(C)C

Records above marked active in 12-LOX inh:
12-LOX inh | Vif-APOBEC3G blk | structure
40µM* | 1% | Cc1cc(Cl)ccc1-c1nc(NCc2ccccc2)nc2ccsc12

Later entries
12-LOX inh | Vif-APOBEC3G blk | structure
-2% | 1% | CCCNC(=O)c1cc(C2CCCCN2C(=O)OC)on1 (configuration not stated)
5% | -8% | CCc1nc2ccc(C(=O)N(C)Cc3ccccc3)cn2c1N(CC)Cc1cccc(Br)c1
? | -1% | C#CCN1CCc2onc(-c3ccccc3OC)c2C1=O
17% | -15% | COc1ccccc1CNC(=O)Nc1nc(C(N)CCc2ccccc2)cs1 (configuration not stated)
-1% | -6% | CCOC1=C2CN(S(=O)(=O)c3ccc(C)cc3)[C@H](c3ccccc3)C[C@@H]2N(S(=O)(=O)c2ccccc2)[C@H](c2ccccc2)C1
-7% | -1% | CCc1ccc2cc(C)cc(C)c2n1
-46% | 1% | COc1ccc(-c2cc3c(c4c2ccn4C)C2CCC3C2)cc1F (configuration not stated)
0% | -5% | O=C(Nc1ccc(Oc2ccccc2)cc1)c1csc([C@@H]2O[C@H](CO)[C@H](O)[C@H](O)[C@H]2O)n1
-7% | -1% | O=C(Nc1ccccc1Cl)c1cc(C2CCCN(C(=O)c3ccccc3)C2)on1 (configuration not stated)
16% | -1% | CCNC(=O)C1(C)CCN(C(=O)c2cccc(C#N)c2)C1 (configuration not stated)
0% | -4% | COCCN1C(=O)c2ccccc2C1c1nc2ccccc2[nH]1 (configuration not stated)
15% | -7% | COc1ccccc1Cn1c(C)c(C(=O)NCc2ccc3c(c2)OCCO3)sc1=O

By substructure, the entries above with an NH in an aromatic ring (4)
12-LOX inh | Vif-APOBEC3G blk | structure
11% | 2% | O=C(CC[C@H]1O[C@@H](n2ccc(=O)[nH]c2=O)[C@H](O)[C@@H]1O)N[C@H](Cc1ccccc1)C(=O)NCc1ccc2c(c1)OCO2
-3% | 0% | O=c1ccn([C@@H]2O[C@H](CNCc3c(OCc4ccccc4F)ccc4ccccc34)[C@@H](O)[C@H]2O)c(=O)[nH]1
13% | -1% | Cc1ccc(C(O)c2ncc(-c3ccccc3Cl)[nH]2)c(C)c1 (configuration not stated)
0% | -4% | COCCN1C(=O)c2ccccc2C1c1nc2ccccc2[nH]1 (configuration not stated)

Later entries
12-LOX inh | Vif-APOBEC3G blk | structure
3% | -1% | CC1(C(=O)NS(=O)(=O)C2CC2)CCCN(C(=O)c2ccc3ccccc3c2)C1 (configuration not stated)
2% | -1% | CC1(Cc2cc(Cl)ccc2C(F)(F)F)C(=O)Nc2cc(-c3ccccc3Cl)ccc21 (configuration not stated)
-9% | -15% | CN(C)CCNC(=O)c1cccc(-c2cnc3c(NC=O)cc(-c4ccccc4F)cn23)c1
6% | 4% | Cn1cnc(S(=O)(=O)N2CCCCC2c2cc(C(=O)Nc3ccc(F)c(Cl)c3)no2)c1 (configuration not stated)
? | -6% | C(=C\c1ccccc1)/CN1CCN(C(c2ccccc2)c2nnnn2-c2ccc3c(c2)OCCO3)CC1 (configuration not stated)
-12% | -1% | C=C(C)Cn1c2ccc(NC(=O)NCC)cc2c(=O)n1C
-5% | -2% | CC(=O)Nc1cccc(-c2csc(C(O)c3ccc(F)c(F)c3)n2)c1 (configuration not stated)
-4% | -3% | COc1cccc(-c2cnc(C(O)c3cc(C)ccc3C)[nH]2)c1 (configuration not stated)
5% | -4% | CC(C)NC(=O)C1(C)CCN1Cc1cccc(Cl)c1 (configuration not stated)
-28% | -17% | O=C(Nc1cccc(OC(F)(F)F)c1)C1Cc2c(-c3ccc(Cl)cc3)ccnc2O1 (configuration not stated)
0% | 2% | CCc1nc2ccc(C(=O)N(CC)CCN(C)C)cn2c1N(C)CCCc1ccccc1
-31% | -1% | O=C(NCc1ccccc1)c1cc(C2CCCN(S(=O)(=O)c3ccccc3)C2)on1 (configuration not stated)

Among those listed so far, these contain two or more sulfur atoms.
12-LOX inh | Vif-APOBEC3G blk | structure
-21% | -4% | COc1ccccc1CNc1nc2cc(-c3ccsc3)sc2c(=O)n1C
-1% | -3% | COc1ccc([C@@H]2CC(=O)[C@@H]3CN(S(=O)(=O)c4ccc(C)cc4)[C@H](c4cccc(Cl)c4)C[C@@H]3N2S(=O)(=O)c2ccccc2)cc1
-1% | -6% | CCOC1=C2CN(S(=O)(=O)c3ccc(C)cc3)[C@H](c3ccccc3)C[C@@H]2N(S(=O)(=O)c2ccccc2)[C@H](c2ccccc2)C1

(list continues)
12-LOX inh | Vif-APOBEC3G blk | structure
-9% | -4% | CC(=O)Nc1ccc(CNc2nc3cc(-c4ccsc4)sc3c(=O)n2C)cc1
5% | -1% | COc1ccc(-c2ccc(C(=O)N3CCOCC3)c3occc23)c(C)c1
-48% | -3% | O=C(Nc1ccccc1Cl)c1cc(C2CCCCN2C(=O)CCc2ccccc2)on1 (configuration not stated)
-10% | ? | CC1(C(=O)Nc2ccc3c(c2)OCO3)Cc2c(-c3ccc4c(c3)OCO4)ccnc2O1 (configuration not stated)
? | -27% | COc1ccccc1CNc1nc(NCc2ccccc2)nc2ccsc12
? | -3% | COc1ccc(CN2CCC2(C)C(=O)NCCc2c[nH]c3ccccc23)c2ccccc12 (configuration not stated)
-27% | -26% | CCOC(=O)N(C)c1c(CC)nc2c(OCc3ccc(Cl)cc3Cl)cccn12

Compound activity: PubChem, National Center for Advancing Translational Sciences (NCATS)
